# NPC1 prom act = activates the NPC1 promoter; Huh7 NPC1 promoter luciferase reporter, 24 h; 320,000 compounds, 2.4% hits; AID 485313; Potency, µM (doses to about 9.22 µM), inactives show top-dose activation, most hits filed as activators;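 further: potency means the concentration at half of the fitted maximal effect; % of control where 0% means no effect; nearly all actives have a fitted effect of over 60% in size; reporter is driven by a mutant NPC1 promoter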
#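 NPC1 promoter–luciferase Huh7 cells; 24 h compound; luminescence.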
# RORgamma inh = inhibitors of mouse ROR gamma transcriptional activity; Potency, µM (top dose mostly 53.6 µM), inactives show at the top dose activity change, negative = inhibition, most hits filed as inhibitors; Drosophila S2 Gal4-RORgamma UAS-luciferase reporter, 20 h; AID 2551; 310,000 compounds, 5.4% hits; further: potency means the concentration at half of the fitted maximal effect; on the % scale 0 is the no-effect control and ±100 the full control effect; nearly all actives have a fitted effect of over 60% in size
#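 Read-out: Photinus luciferase luminescence; inhibitors lower reporter signal. Insect Schneider cells with Gal4-ROR gamma fusion under metallothionein promoter, UAS reporter; 700 uM final copper sulfate induction, 20 hr, ambient temperature.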
# TRPV1 agonist = agonists of human vanilloid receptor 1 (TRPV1) | TRPV1-expressing cells, Fluo-8 calcium influx, agonist mode | Q8NER1 | activation, % at 8.33 µM | AID 540275 | 320,000 compounds, 0.19% hits; in the data active means activation above about 80%; inconclusive means between about 30% and that limit; further: 0% is about no effect
#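 Cells expressing TRPV1 were dye-loaded with Fluo-8 and read kinetically: 10 s baseline, 3 min after compound (agonist portion), then 2 min after EC20 capsaicin (allosteric enhancer portion). Calcium-bound dye fluorescence at 480/520 nm.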
# BRCA1 expr act = BRCA1 expression activation. AID 624202. Potency, µM (doses to about 46.1 µM), without a hit: top-dose activation, hits mostly activators. 380,000 compounds, 1.1% hits. MCF7-BRCA1-FFLuc reporter, luminescence, 48 h; response scale: scaled: vehicle 0%, 10 µM genistein 100%; further: potency means the concentration at half of the fitted maximal effect; nearly all actives have a fitted effect of over 80% in size; some results filed as inactive show a strong effect at the top dose
#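 Activators of BRCA1 expression were detected as increased firefly luciferase luminescence in engineered MCF7 cells after 48 h compound incubation. Signals were scaled to genistein 10 microM as full activation.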
# Rab9 promoter act = activators of Rab9 promoter. Huh7 Rab9 promoter-luciferase reporter, luminescence, 24 h. Potency, µM (series often up to 9.22 µM), for inactives: at the highest dose activation, negative = inhibition, usual class: activators. 320,000 compounds, 2.8% hits; further: potency means the concentration at half of the fitted maximal effect; % of control where 0% means no effect; nearly all actives have a fitted effect of over 60% in size
#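 Rab9 promoter-driven luciferase in stably transfected Huh7 cells; 1500 cells/well rested 2 h, exposed to compound in DMSO for 24 h at 37 °C, 5% CO2. Luminescence read 10 min after adding luciferase reagent at ambient temperature.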
# ELG1 DNA repair = ELG1-dependent DNA repair inhibition | 330,000 compounds, 2.3% hits | HEK293T ELG1-luciferase reporter, luminescence, 16 h; DNA damage induced by 5-fluorouridine | Potency, µM (titrated, usually from 46.1 µM), for inactives: at the top dose activity change, negative = inhibition, actives largely listed as inhibitors; further: potency means the concentration at half of the fitted maximal effect; on the % scale 0 is the no-effect control and ±100 the full control effect; nearly all actives have a fitted effect of over 55% in size
#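 Step one: seed 2,000 cells per well. Step two: pin-transfer compound or DMSO alongside 5-fluorouridine. Step three: incubate 16 hr, 37 °C, 5% CO2. Step four: add ONE-Glo, wait 30 min, read luminescence.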
# p53 reactivation = restores transcriptional activity of mutant p53; H1299 p53-A138V BP100-luciferase reporter, luminescence, 24 h; Potency, µM (top dose mostly 92.2 µM), for inactives: top-dose activity change, positive = activation, most hits filed as activators; 320,000 compounds, 0.063% hits; further: potency means the concentration at half of the fitted maximal effect; % of control where 0% means no effect; nearly all actives have a fitted effect of over 45% in size
#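 H1299 (p53-null), stable ts p53-A138V + BP100-Luc; 1000 cells/well, Opti-MEM/10% FBS; cpd 4 pt, 1:5; 24 h, 37 deg C, 5% CO2; detection reagent 10 min RT; luminescence.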
# FLuc counter = inhibits or activates purified firefly luciferase, miR-21 counter-screen; AID 588342; 360,000 compounds, 6.9% hits; purified FLuc, Km substrates, luminescence inhibition; Potency, µM (highest dose often 57.5 µM), for inactives: at the highest dose activity change, negative = inhibition, actives largely listed as inhibitors;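 further: potency means the concentration at half of the fitted maximal effect; plate controls were vehicle for no effect and reference inhibitor for full effect; nearly all actives have a fitted effect of over 55% in size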
# Target sequence (P08659 whole entry, looked up): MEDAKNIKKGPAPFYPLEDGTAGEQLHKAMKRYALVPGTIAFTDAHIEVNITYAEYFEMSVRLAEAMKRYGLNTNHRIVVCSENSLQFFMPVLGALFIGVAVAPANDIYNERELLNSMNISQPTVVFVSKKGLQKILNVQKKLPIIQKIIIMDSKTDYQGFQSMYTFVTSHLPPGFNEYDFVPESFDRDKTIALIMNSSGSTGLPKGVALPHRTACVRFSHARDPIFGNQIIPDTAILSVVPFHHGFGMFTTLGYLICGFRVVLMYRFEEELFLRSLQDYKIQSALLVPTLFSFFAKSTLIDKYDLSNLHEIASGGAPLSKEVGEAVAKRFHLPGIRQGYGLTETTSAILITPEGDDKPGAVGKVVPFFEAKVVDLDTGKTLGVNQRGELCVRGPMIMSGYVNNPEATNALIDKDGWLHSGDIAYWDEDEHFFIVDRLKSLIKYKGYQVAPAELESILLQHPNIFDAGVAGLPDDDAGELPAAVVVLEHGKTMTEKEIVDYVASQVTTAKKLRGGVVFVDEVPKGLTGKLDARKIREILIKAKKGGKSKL
#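 Biochemical qHTS of compounds, final roughly 60 µM downward over six points, against 10 nM purified firefly luciferase using Km concentrations of substrates (10 uM D-luciferin, 10 uM ATP) in Tris acetate pH 7.5 buffer; luminescence output.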
# Tb PFK inh = inhibitors of T. brucei phosphofructokinase; Potency, µM (series often up to 57.5 µM), without a hit: at the highest dose activity, negative = inhibition, most hits filed as inhibitors; T. brucei PFK, ADP-Glo luminescence; 330,000 compounds, 0.17% hits;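 further: potency means the concentration at half of the fitted maximal effect; 0% = uninhibited 1x PFK enzyme wells and -100% = no-enzyme wells; nearly all actives have a fitted effect of over 60% in size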
# Target sequence (O15648 whole entry, looked up): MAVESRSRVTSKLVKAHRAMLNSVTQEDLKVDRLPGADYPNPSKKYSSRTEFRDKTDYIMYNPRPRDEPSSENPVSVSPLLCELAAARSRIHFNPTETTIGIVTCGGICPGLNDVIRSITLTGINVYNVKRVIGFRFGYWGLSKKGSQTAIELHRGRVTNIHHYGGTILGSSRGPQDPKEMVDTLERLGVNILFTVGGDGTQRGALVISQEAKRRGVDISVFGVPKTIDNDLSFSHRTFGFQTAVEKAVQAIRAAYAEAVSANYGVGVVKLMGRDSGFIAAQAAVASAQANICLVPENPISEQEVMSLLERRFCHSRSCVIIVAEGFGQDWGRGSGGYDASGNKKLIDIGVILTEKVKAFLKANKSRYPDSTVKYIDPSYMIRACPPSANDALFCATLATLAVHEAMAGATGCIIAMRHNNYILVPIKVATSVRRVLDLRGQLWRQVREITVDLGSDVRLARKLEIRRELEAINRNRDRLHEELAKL
#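 In TEA buffer at pH 8.0 with 5 mM MgCl2, enzyme (1.25 nM) converted F6P (0.5 mM) and ATP (0.1 mM) for 45 min at room temperature. ADP product was read by luciferase luminescence.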
# ELG1 genotoxic = genotoxicity induction in ELG1-luciferase HEK293T cells; 330,000 compounds, 1.3% hits; AID 504466; HEK293T ELG1-luciferase reporter, luminescence, 16 h; Potency, µM (series often up to 46 µM), without a hit: top-dose activity change, positive = activation, usual class: activators; further: potency means the concentration at half of the fitted maximal effect; % of control where 0% means no effect; nearly all actives have a fitted effect of over 60% in size
#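 HEK293T cells expressing luciferase-tagged ELG1 were treated with compound or DMSO for 16 hr at 37°C. Luciferase activity was then read after 30 min with ONE-Glo at room temperature; rising signal flags genetic stress.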
# VP16 counter = inhibits Gal4-VP16 luciferase reporter, ROR gamma counter-screen | Drosophila S2 Gal4-VP16 UAS-luciferase, luminescence, 20 h | Potency, µM (highest dose often 53.6 µM), inactives show at the top dose activity, negative = inhibition, usual class: inhibitors | 310,000 compounds, 3.5% hits;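 further: Gal4-VP16 expression switched on by copper sulfate through the metallothionein promoter; potency means the concentration at half of the fitted maximal effect; on the % scale 0 is the no-effect control and ±100 the full control effect; nearly all actives have a fitted effect of over 50% in size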
# Numbers without * were called inactive; ? = inconclusive; . = no result given; & = joins results of further samples; [ ] = another dose, or the depositor's remark. Unless noted, the call rests on the fitted dose curve; in most records, active means well fitted curve in the direction sought with a large enough effect; inconclusive means small, poorly fitted or top-dose-only effect, or another doubt; inactive means no such curve, though single readings can be large; an effect the other way counts as inactive or inconclusive.
SMILES	NPC1 prom act	RORgamma inh	TRPV1 agonist	BRCA1 expr act	Rab9 promoter act	ELG1 DNA repair	p53 reactivation	FLuc counter	Tb PFK inh	ELG1 genotoxic	VP16 counter
COC(=O)C(O)(NC(=O)c1ccncc1)C(F)(F)F (configuration not stated)	1%	-1%	0	-26%	-1%	2%	-3%	-1%	-2%	-2%	-1%
O=C(CC12CC3CC(C1)CC(CC(=O)NC1=NCCS1)(C3)C2)NC1=NCCS1	-2%	?	-1	-11%	1%	-1%	-3%	5%	-3%	0%	-2%
O=C(COc1ccc2c3c(c(=O)oc2c1)CCCC3)N1CCN(c2ccccc2)CC1	-2%	5%	3	17%	-9%	9%	2%	4%	1%	-1%	21%
COc1ccc(C2C(C(=O)N3CCOCC3)c3ccccc3C(=O)N2c2ccc(OC)cc2)cc1 (configuration not stated)	4%	2%	1	-15%	-4%	?	-4%	-1%	19%	2%	1%
COc1ccccc1CC(=O)N1CCCc2cc(C)ccc21	1%	14%	2	3%	-1%	-13%	25%	-2%	2%	-6%	-15%
CCC1=C2CC[C@H]3C(=O)N(CC)C(=O)[C@H]3[C@H]2[C@@]2(Cc3ccccc3)C(=O)N(Cc3ccccc3)C(=O)N2C1=O	-3%	28%&4%	1	9%	-3%	2%	2%	0%	1%	1%	-13%&-12%
Oc1c(CN2CCN(c3ccccn3)CC2)cc(Cl)c2cccnc12	-16%	0.45µM*	12	-93%	-33%[inhibitor]	?	13%	0%	-2%	7.3µM*	?
O=C(NNc1cccc(Cl)n1)c1c(Cl)cccc1Cl	1%	-17%	10	8%[1.84 µM]	2%	13%	-2%	0%	-3%	0%	-6%
COCc1cc(C)nc(NC2CC(C)(C)NC(C)(C)C2)c1C#N	-2%	-9%	5	-17%	1%	-15%	-3%	-2%	-1%	-5%	0%
CCc1nnc(NS(=O)(=O)c2ccc(NC(=O)c3ccc(Br)cc3)cc2)s1	-6%	-4%[1.91 µM]	0	7%	0%	0%	11%	27µM*	0%	0%	-7%
Cc1ccc(S(=O)(=O)CCC(=O)OCC(=O)NC(=O)c2ccccc2)cc1	1%	.	-3	4%	-5%	-1%	8%	5%	-2%	1%	.
CC(=O)C1=C(C)NC(SCC(=O)c2ccc(Cl)c(Cl)c2)=C(C#N)C1c1ccco1 (configuration not stated)	10%	?	1	-46%	3%	?	1%	-9%	0%	-17%	-63%
O=C(CN1CCN(S(=O)(=O)c2ccc(Br)cc2)CC1)N/N=C/c1cccs1	-3%	?	1	2%	-2%	-3%	-2%	5%	1%	-2%	-9%
O=C(c1cc(F)ccc1F)C1CCCN(C(=O)c2cccs2)C1 (configuration not stated)	-2%	24%	5	-9%	-7%	12%	0%	-1%	2%	0%	7%
CCOC(=O)c1c(C)c(C(=O)NCc2cccs2)c(C)n1CC	-1%	36%	11	4%	1%	?	-17%	-1%	-2%	-4%	1%

# Single records, from the list above. Values in the order: NPC1 prom act, RORgamma inh, TRPV1 agonist, BRCA1 expr act, Rab9 promoter act, ELG1 DNA repair, p53 reactivation, FLuc counter, Tb PFK inh, ELG1 genotoxic, VP16 counter
# O=C(c1cc(F)ccc1F)C1CCCN(C(=O)c2cccs2)C1 (configuration not stated) reads -2%, 24%, 5, -9%, -7%, 12%, 0%, -1%, 2%, 0%, 7%
# COc1ccccc1CC(=O)N1CCCc2cc(C)ccc21 reads 1%, 14%, 2, 3%, -1%, -13%, 25%, -2%, 2%, -6%, -15%

# New compounds follow:
SMILES	NPC1 prom act	RORgamma inh	TRPV1 agonist	BRCA1 expr act	Rab9 promoter act	ELG1 DNA repair	p53 reactivation	FLuc counter	Tb PFK inh	ELG1 genotoxic	VP16 counter
CN(CCc1ccccn1)C(=O)CCC1CCCN(C(=O)c2cccc(N(C)C)c2)C1 (configuration not stated)	5%	0%	2	8%	9%	1%	7%	3%	-30%	-3%	19%
CN(C)CCCN(C(=O)/C=C/c1cccs1)c1nc2c(F)cccc2s1	-2%	?	7	-57%	-10%	1%	-10%	-2%	-1%	2%	-28%
COc1ccc(CC2(CO)CCN(S(=O)(=O)c3sccc3C)CC2)cc1	0%	?	25	0%	-7%	18µM*	-2%	0%	-8%	-11%	-8%
COC(=O)C(Cc1c[nH]c2ccccc12)NC(=O)c1cc(-c2ccc(OC)c(OC)c2)oc1C (configuration not stated)	-1%	?	1	-34%	11%	?	4%	-7%	-10%	1%	?
CC1=C(C)CC(C(=O)NCc2ccc3c(c2)OCO3)C(C(=O)O)C1 (configuration not stated)	0%	-3%	-13	0%	-3%	0%	-2%	0%	1%	-6%	9%
Cc1cc2nc(-c3ccc(SCC(=O)Nc4nccs4)nc3)[nH]c2cc1C	3.5µM*	?	8	-55%	2.5µM*	?	?	?	1%	?	?
Cc1ccc(/C=N/NC(=O)c2cc3c(ccc4ccccc43)o2)cc1[N+](=O)[O-]	-2%	-4%	-1	21%	2%	8%	-5%	-17%	0%	2%	3%
COc1cc2c(cc1OC)C(c1ccccc1)N(C(=O)CSCC(=O)O)CC2 (configuration not stated)	2%	-15%	-3	3%	3%	11%	1%	-8%	2%	-1%	-1%
COc1ccc(S(=O)(=O)Nc2nc3ccccc3nc2NCC2CCCO2)cc1 (configuration not stated)	-3%	21%	0	17%	-6%	?	-3%	-1%	0%	-1%	-10%
O=C(NC1CCCC1)c1cc(-c2ccc(Cl)cc2)on1	1.4µM*	0%	-2	?	1.8µM*	?	?	2.7µM*	0%	4.6µM*	-2%
COc1ccc(C2(C(=O)Nc3cc(C)on3)CCOCC2)cc1	-1%	-16%	-3	-10%	1%	3%	6%	3%	1%	?	0%
COc1ccccc1/C=C(/NC(=O)c1ccccc1)C(=O)NCCN1CCOCC1	-2%	-15%	4	36%	-1%	-1%	-4%	2%	-3%	1%	-5%
COc1ccc(/C=C/C(=O)OCC(=O)c2c(N)n(C)c(=O)n(C)c2=O)cc1	-4%	5%	-3	-5%	2%	-1%	-1%	-1%	-1%	-1%	6%
Cc1ccc(C(=O)c2coc3c2C(=O)C(=O)c2ccccc2-3)cc1	15%	?	-3	18µM*	20%	?	2%	?	-2%	14µM*	?
CCS(=O)(=O)n1nc(-c2ccccc2)nc1SC	8%	7%	1	68%	17%	?	9%	?	-3%	10%	16%

# Additional compounds
SMILES	NPC1 prom act	RORgamma inh	TRPV1 agonist	BRCA1 expr act	Rab9 promoter act	ELG1 DNA repair	p53 reactivation	FLuc counter	Tb PFK inh	ELG1 genotoxic	VP16 counter
CC(C)c1nc2ccc(NC(=O)C34CC5CC(CC(C5)C3)C4)cc2[nH]1	8%	22%	?	23%	5%	?	13%	15µM*	5%	22%	-5%
COc1ccc(OC)c(NC2=NC3(CCCCC3)N=C(N)N2)c1	-2%	19%	0	-81%[inhibitor]	-2%	5%	-6%	0%	15%	2%	-1%
C=C(C)c1cccc(C(C)(C)NC(=O)N2CCN(c3ccccc3)CC2)c1	-1%	24%	28	-5%	-3%	-4%	-1%	1%	1%	-5%	-4%
CCOC(=O)Cn1nc(CC)c2ccccc2c1=O	7%	-1%	6	10%	-7%	-15%	-6%	-5%	0%	0%	4%
Cn1cccc1C(=O)NCC1CCCCC1	11%	37%	1	38%	14%	10%	28%	-11%	-8%	7%	-10%
Cc1ccc(C(=O)COc2ncnc3cc(Cl)ccc23)cc1	27%	14%	1	89%	26%	?	0%	?	2%	9%	11%
O=c1[nH]c(C2CCN(S(=O)(=O)c3ccccc3C(F)(F)F)CC2)nc2c1nnn2Cc1cccc(F)c1	1%	45%	1	-72%	-1%	?	0%	5%	13%	-1%	-8%
NC(=O)C[n+]1cccc(C(N)=O)c1	7%	-17%	4	-2%	1%	-1%	1%	0%	1%	3%	1%
COc1cc(-c2nc(S(=O)(=O)c3ccc(Cl)cc3)c(N3CCOCC3)o2)cc(OC)c1OC	-5%	9%	7	6%	2%	?	-2%	-1%	8%	2%	0%
O=C(/C=C/Nc1ccc(S(=O)(=O)Nc2cnc3ccccc3n2)cc1)c1ccccc1	-6%	0%	-1	?	-4%	8%	13%	-4%	1%	0%	-3%
CCCn1nc2cc(C(=O)NCCCCc3ccccc3)ccc2c1OCC	-6%	7%	9	0%	-5%	-9%	3%	-1%	3%	-7%	-4%
Clc1cccc(-c2sc(Nc3ccccc3)n[n+]2-c2ccccc2)c1Cl	-3%	14µM*	2	-18%	-6%	?	2%	-2%	-2%	1%	?
COc1cc(C(=O)N/N=C/c2cc([N+](=O)[O-])cs2)cc(OC)c1OC	-17%	4µM*	-5	-39%	-18%	1%	5%	-3%	0%	?	?

# Screening results: PubChem, National Center for Advancing Translational Sciences (NCATS)
